EphA4 KYL inhibition – EphA4 ligand-binding antagonists – biochemical, colorimetric, mouse EphA4, primary screen (AID 689). 62,000 compounds, 0.1% hits. inhibition, % at 10 µM, or IC50 in µM where a hit was titrated. EphA4-AP binding to KYL peptide, pNPP A405; higher % means a stronger effect; in the data active means a potency from the dose series; inactive means the rest, 99 in 100 with inhibition below about 22%
The depositor's hits bear a star; & = joins results of further samples. Some of the compounds tested; the hit share may differ from the screen's.

#	compound	EphA4 KYL inhibition
1	O=C(Cn1cnc2sc(-c3ccccc3)cc2c1=O)NCc1ccccc1	-10.8%
2	COc1ccc(CN2CC(C(=O)NCc3ccc4c(c3)OCO4)CC2=O)cc1 (centres undefined)	2.2%
3	O=C(CN1CCN(Cc2ccc(F)cc2)C1=O)NCc1cccs1	-10.3%
4	O=c1c([N+](=O)[O-])c(NC2CCCCC2)c2ccccc2n1-c1ccccc1	0.3%
5	COc1ccc(S(=O)(=O)N2CCN(C(=O)c3cnc(C)cn3)CC2)cc1	0.2%
6	CCn1c(=O)cc(SCC(=O)Nc2ccc(Cl)cc2)c2ccccc21	-17.1%
7	COc1ccc(Cl)cc1N(CC(=O)N1CCC(C)CC1)S(C)(=O)=O	-7.3%
8	CCN(CC)CCn1c(NCc2ccco2)nc2ccccc21	-17.1%
9	COc1cc(C(=O)N[C@H](C(=O)NC(C)C23CC4CC(CC(C4)C2)C3)C(C)C)cc(OC)c1OC (some centres undefined)	-11.5%
10	C=CCn1c(=N)n(CC(=O)OCC)c2ccccc21	-8.8%
11	O=C(NC1CCCCC1)N1CCC(c2nc3ccc(Cl)cc3[nH]2)CC1	1.4%
12	COC(=O)c1cc(OC)c(OC)cc1NC(=O)Nc1ccccc1OC	2.2%
13	COc1ccccc1OCCN1C(=O)S/C(=C\c2ccco2)C1=O	-9.1%
14	CCn1nc(NC(=O)c2ccco2)c2cc3ccc(C)cc3nc21	9.8%
15	COc1ccc(NS(=O)(=O)c2c(C)n(C)c(=O)n(C)c2=O)cc1OC	4.4%
16	Cc1cc(Nc2cc(C(=O)O)ccc2C)n2ncnc2n1	-5.8%
17	CCC(C)NC(=O)C1CCCN(C(=O)NC2CCCCC2)C1 (centres undefined)	-18.7%
18	Cc1ccc(S(=O)(=O)N2CC3CCCN3c3ccc(C(F)(F)F)cc32)cc1 (centres undefined)	-13.9%
19	N#Cc1ccc(NC(=O)c2sc3cc(C(F)(F)F)cnc3c2-c2cccs2)cc1	-5.5%
20	CCOc1cc(NC(=O)c2ccco2)c(OCC)cc1NC(=O)COc1ccccc1	14.6%
21	CC(C)c1cccc(C(C)C)c1NC(=O)COc1cccc(Br)c1	-6.3%
22	O=C(O)CCC(=O)c1cccc2ccccc12	-9.8%
23	Cc1ccc(-c2cc(N)n(Cc3ccc(Cl)cc3)n2)cc1	-2.7%&-5.7%
24	Cc1cc(S(=O)(=O)N2CCCC2)c(C)s1	-6.7%
25	Cc1cc(C)c(S(=O)(=O)NCC2CCC(C(=O)NCCCN3CCOCC3)CC2)c(C)c1 (centres undefined)	-5.2%

Reprinted from the part before: six compounds, followed by the next part.
#	compound	EphA4 KYL inhibition
20	CCOc1cc(NC(=O)c2ccco2)c(OCC)cc1NC(=O)COc1ccccc1	14.6%
21	CC(C)c1cccc(C(C)C)c1NC(=O)COc1cccc(Br)c1	-6.3%
22	O=C(O)CCC(=O)c1cccc2ccccc12	-9.8%
23	Cc1ccc(-c2cc(N)n(Cc3ccc(Cl)cc3)n2)cc1	-2.7%&-5.7%
24	Cc1cc(S(=O)(=O)N2CCCC2)c(C)s1	-6.7%
25	Cc1cc(C)c(S(=O)(=O)NCC2CCC(C(=O)NCCCN3CCOCC3)CC2)c(C)c1 (centres undefined)	-5.2%
26	Cc1ccc(-c2nc(CSCC(=O)N3CCCC3)c(C)o2)cc1	-8.1%
27	O=C(COc1ccc(Br)cc1)OCc1nnc(-c2ccccc2)o1	-2.9%
28	Cc1cc(NC(=O)CSc2nnc(COc3ccccc3)o2)no1	-11.1%
29	CCOC(=O)Cc1cc(=O)n2[nH]c(C)c(-c3ccc(Cl)cc3)c2n1	-16.4%
30	COC(=O)CN1C(=O)/C(=C\C=C\c2ccccc2)SC1=S	7.7%
31	COc1ccccc1C(=O)NN1C(=O)C2C3C=CC(O3)C2C1=O (centres undefined)	-10.0%
32	Cc1cc(C)nc(N(C#N)S(=O)(=O)c2ccccc2)n1	-6.9%
33	CCCC(=O)N(Cc1cc2ccccc2[nH]c1=O)c1ccccc1OC	3.4%
34	CCn1ncc(C(=O)Nc2ccc(S(=O)(=O)N3CCCC3)cc2)c1C	2.2%
35	CCOC(=O)C1=C(c2ccccc2)N=C2SCC(=O)N2C1c1ccc(OC)cc1 (centres undefined)	-5.3%
36	O=C(Nc1ccccc1Oc1ccccc1)c1cc2cc(Cl)cc(Cl)c2oc1=O	8.4%
37	COc1ccc(C2=CSC3=NCCN23)cc1F	-5.8%
38	O=C(COC(=O)c1ccncc1)Nc1cccc(Cl)c1	-5.5%
39	O=[N+]([O-])c1ccccc1NCc1ccc(Cl)cc1	0.9%
40	CN1C=CC=C/C1=C1\SC(=S)N(c2ccccc2)C1=O	-4.6%
41	O=C(Cn1nnc2ccccc21)C1CC1	3.5%
42	CC(=O)c1cccc(Nc2cc(C)nc3ncnn23)c1	6.7%
43	Cc1nn(S(=O)(=O)c2cccs2)c(C)c1Sc1ccc([N+](=O)[O-])cc1	-6.8%
44	CCc1ccc(C2C(C#N)=C(N)SC(N)=C2C#N)s1	22.6%
45	Cc1cc(C)c2[nH]c(=O)c(CN(Cc3ccco3)C(=O)c3cccs3)cc2c1	-6.4%
46	CNc1ccc(SC(F)(F)F)cc1C(=O)c1ccccc1	-12.2%
47	FC(F)(F)COc1nc(N2CCNCC2)nc(N(c2ccccc2)c2ccccc2)n1	-10.3%
48	Cc1ccccc1N/N=C/c1ccc(N2CCOCC2)cc1	-22.1%
49	COCc1[nH]nc2c1C(c1sccc1C)C(C#N)=C(N)O2 (centres undefined)	-12.9%
50	Cc1ccc(-c2cccc(NC(=O)C3C4C=CC(C4)C3C(=O)O)c2)o1 (centres undefined)	-6.0%
51	CCCCC(c1nnnn1CCOC)N1CCN(c2cccc(OC)c2)CC1 (centres undefined)	-5.4%
52	CCOC(=O)c1[nH]c2ccc(OC)cc2c1NC(=O)CN1CCc2ccccc2C1	-9.5%
53	Cn1cccc1Cc1nnc(SCC(=O)NC2CCCC2)n1CCc1ccccc1	1.4%
54	CN(C1CCCCC1)S(=O)(=O)c1ccc2c(c1)c(=O)c(C(=O)NCCCN1CCCC1)cn2C	-8.6%
55	CC1CCN(C(=O)c2ccccc2[N+](=O)[O-])CC1	10.7%
56	CC(C)(C)c1nc(N2CCN(C(=O)c3ccco3)CC2)c2nnn(Cc3ccccc3)c2n1	-15.0%
57	C/C(=N/NC(=O)c1cc(C(C)C)[nH]n1)c1cccs1	-14.3%
58	Cc1ccc2cc3c(N)c(C(=O)N4CC(=O)Nc5ccccc54)sc3nc2c1	-18.9%
59	Cc1cc(C)c2nc(SCc3ccc([N+](=O)[O-])cc3)nc(C)c2c1	-12.0%
60	COc1ccc2cc3cc(C(=O)NCCN4CCN(Cc5ccccc5)CC4)oc3nc2c1	-20.9%
61	CCC(C)C(C(=O)Nc1ccc(C(=O)OC)cc1)N1C(=O)c2ccccc2C1=O (centres undefined)	3.9%
62	Cc1c(NC(=O)C2CCCN(S(=O)(=O)c3cnc[nH]3)C2)c(=O)n(-c2ccccc2)n1C (centres undefined)	1.4%
63	Cn1c(SCc2cccnc2)nc2cccnc21	-6.2%
64	O=C(c1ccc(N2CN(C(=O)c3ccco3)c3nc4ccccc4nc32)cc1)N1CCOCC1	11.1%
65	CCN(CC(=O)NC1CCS(=O)(=O)C1)c1nc(-c2ccccc2)nc2ccccc12 (centres undefined)	-2.2%
66	CCOc1cccc(OCCCCN2CCCCC2)c1	-23.1%
67	Cc1cc(C)n(-c2ccc(C(=O)N3CCc4ccccc43)cc2)n1	-16.4%
68	CCCCN1C(=O)/C(=C2\SC(N3CCCCC3)=NC2=O)c2ccccc21	-6.3%
69	O=C(NCc1ccccc1Cl)c1ccc(I)cc1	4.9%
70	Cc1[nH]nc2c1C(c1ccc(F)cc1)C(C#N)=C(N)O2 (centres undefined)	-0.5%
71	COCCOC(=O)c1c(C)oc2ccc(OCC=C(C)C)cc12	5.9%
72	O=C(O)CNC(=O)c1ccccc1F	7.9%
73	Cc1cccc(C)c1NC(=O)CSc1nnc(-c2ccco2)n1-c1ccccc1	-0.8%
74	O=C(Nc1ccc(Br)cn1)C(c1ccccc1)c1ccccc1	-13.9%
75	O=C(O)COc1ccc(Br)cc1/C=N/O	0.5%

More compounds
#	compound	EphA4 KYL inhibition
76	Cc1c(N=Cc2c(O)n(C3CCCCC3)c(=O)[nH]c2=O)c(=O)n(-c2ccccc2)n1C	-6.2%
77	Cc1ccc(OCCOc2ccc(C=O)cc2)cc1C	2.0%
78	CSC1=NCCN1C(=O)c1ccc(S(=O)(=O)N2CCOCC2)cc1	4.1%
79	CCOc1ccc(N2C(=O)NC(=O)/C(=C\c3ccc(-c4ccccc4C(=O)O)o3)C2=O)cc1	-0.1%
80	Cc1ccc(C(=O)NC(N2CCCC2)C(Cl)(Cl)Cl)cc1 (centres undefined)	-9.5%
81	O=C(Nc1ccc(O)cc1)c1cccc(N2C(=O)c3cccc([N+](=O)[O-])c3C2=O)c1	0.6%
82	O=C1C2C(c3ccccc3)C=CC(c3ccccc3)C2C(=O)N1c1ccncc1 (centres undefined)	-17.3%
83	O=C(COC(=O)c1n[nH]c2ccccc12)NC(=O)NC12CC3CC(CC(C3)C1)C2	-14.6%
84	Cc1cc(Nc2cccc(F)c2)n2c(n1)nc1ccccc12	19.6%
85	COc1ccc(-c2cc(=O)oc3cc(OCc4nn[nH]n4)ccc23)cc1	1.2%
86	C/C(=N\NC(=O)c1c(Br)c(C)nn1C)c1ccc(NC(=O)C(C)Oc2ccc(Cl)cc2C)cc1 (centres undefined)	-2.2%
87	Cc1cc(N)n(-c2nc(-c3cccnc3)nc3ccccc23)n1	-5.3%
88	CC(C(=O)O)N1C(=O)c2ccccc2C1=O (centres undefined)	-8.6%
89	O=C(Nc1nc(-c2ccc3c(c2)OCCO3)cs1)c1ccc(S(=O)(=O)N2CCCCC2)cc1	3.2%
90	O=C(CSc1nc2c(c(=O)n1-c1ccc(F)cc1)SCC2)NCc1ccco1	12.9%
91	O=C(CSc1nc2ncccc2[nH]1)c1ccc(F)cc1	10.4%
92	CSc1nc(C)cc(OCC#N)n1	5.3%
93	CC(C)OC(=O)C(C#N)c1nc2ccccc2nc1N1CCN(Cc2ccccc2)CC1 (centres undefined)	45.0%
94	O=C(CCn1cccc1)Nc1cc(F)ccc1F	-14.3%
95	O=C(OC1CCOC1=O)c1cc(-c2ccc(Cl)cc2)nc2ccccc12 (centres undefined)	-14.0%
96	CC1CCC2(CC1)N=C(N)Nc1nc3ccccc3n12 (centres undefined)	-9.9%
97	CC(=O)NC(CC(C)C)C(=O)NC(=O)NCc1ccccc1 (centres undefined)	-3.1%
98	CC1CCN(C(=O)C2CC(c3ccc(F)cc3)=NO2)CC1 (centres undefined)	-2.7%
99	CCCN1CCN(CCCNC(=O)C2CCCN(c3nnc(-n4cccc4)s3)C2)CC1 (centres undefined)	-2.6%
100	Cc1nc2nc[nH]n2c(=O)c1NC(=O)c1cccc(OCC(C)C)c1	-3.7%
101	Cc1cc(NCCO)c2ccccc2n1	-9.2%
102	COc1ccc(OC)c(NC(=O)CSc2ccc3ccccc3c2)c1	1.0%
103	Cc1cccc(C)c1NC(=O)CCCN1CC(C)OC(C)C1 (centres undefined)	-0.3%
104	O=C(c1ccc(=O)oc1)N1CCN(C(c2ccccc2)c2ccccc2)CC1	27.4%
105	CNC(=O)CSc1nc(-c2ccccc2)c(-c2ccccc2)[nH]1	-8.6%
106	COC(=O)c1cc2nc(-c3ccc(Br)cc3)cc(C(F)(F)F)n2n1	-0.5%
107	CCOC(=O)C1=C(c2ccccc2)N=C2SCC(=O)N2C1c1ccc2c(c1)OCO2 (centres undefined)	-0.9%
108	CNc1nc(OCCNC(=O)Nc2ccccc2)nc(N2CCOCC2)n1	1.0%
109	Cc1ccc(NC(=O)CN(C)C(=O)CCCN2C(=O)c3ccccc3C2=O)cc1	-1.1%
110	Cc1ccc(S(=O)(=O)N(C)c2ccc(C(=O)O)cc2)cc1	-24.0%
111	OC(CNc1ccc(F)cc1)COc1ccc(OCC(O)CNc2ccc(F)cc2)cc1 (centres undefined)	-13.2%
112	Cc1cc(C(=O)Nc2cccc3ncccc23)no1	-16.6%
113	COc1ccc(C2NC(=O)NC(O)(C(F)(F)F)C2C(=O)c2ccc(Br)cc2)cc1 (centres undefined)	-10.6%
114	Cc1ccccc1NC(=S)NN1CCN(C)CC1	-10.6%
115	CN(C)c1ccc(NC(=O)C(N)=O)cc1	-16.3%
116	COc1ccc2nc(NC(=S)NC(=O)c3ccc(Cl)cc3)sc2c1	-12.1%
117	CCOc1cccc(NC(=O)C2CCCN(S(=O)(=O)c3ccc(-n4cnnn4)cc3)C2)c1 (centres undefined)	-24.5%
118	CCNC(=O)CSc1nnc(-c2cccc(S(=O)(=O)N(CC)CC)c2)n1CCc1ccccc1	-5.4%
119	Cc1nonc1OC(C)CNc1ccc([N+](=O)[O-])cc1 (centres undefined)	1.5%
120	CCCc1cc2c(cc1NC(=O)c1ccc(Br)cc1)OCO2	-13.4%
121	COc1ccc(Cl)cc1Nc1nc(-c2sc(NC(=O)CC(C)C)nc2C)cs1	-3.7%
122	S=C(Nc1ccccc1)N1CCCCCC1	-2.7%
123	Cc1ccc2c(c1)NCC(C(=O)NC1CCCCC1)O2 (centres undefined)	-10.1%
124	O=C(CCSc1ccccc1)Nc1ccc(OCc2ccccc2)cc1	-10.9%
125	CCOc1ccc2nc(SCc3ccc(Cl)cc3)nc(C)c2c1	5.3%

Carrying on:
#	compound	EphA4 KYL inhibition
126	O=C(CO)N/N=C/c1ccccc1F	-9.4%
127	O=C(c1ccc2ccccc2n1)N1CCN(c2ccccc2O)CC1	7.7%
128	Cc1ccc(-c2cnc(NC(=O)CCC(=O)N3CCCCC3)n2C)cc1	3.0%
129	CCOC(=O)c1cnc2c(N=Nc3ccccc3)c(N)nn2c1N	-11.0%
130	CCCc1[nH]nc2c1C(CCc1ccccc1)C(C#N)=C(N)O2 (centres undefined)	-10.8%

Screening data deposited in PubChem BioAssay by Sanford-Burnham Center for Chemical Genomics.
